Screening data from PubChem.
NPYLR7 agonist: activates Aedes aegypti NPYLR7 receptor; HEK293T NPYLR7/Galpha15, GCaMP6s calcium fluorescence; activation, % at 10 µM; 270,000 compounds, 0.15% hits; in the data active means activation above about 40%;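 further: 0% = vehicle and 100% = reference agonist at the receptor; some compounds past the cut are filed as inactive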
hcGAS lum: human cGAS inhibition; Q8N884; recombinant h-cGAS, ATP depletion, Kinase-Glo luminescence; inhibition, % at 12.5 µM; 290,000 compounds, 0.081% hits; AID 1259398;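 further: 0% = vehicle reaction and 100% = reaction without DNA for no activity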
Target sequence (Q8N884 whole entry, looked up): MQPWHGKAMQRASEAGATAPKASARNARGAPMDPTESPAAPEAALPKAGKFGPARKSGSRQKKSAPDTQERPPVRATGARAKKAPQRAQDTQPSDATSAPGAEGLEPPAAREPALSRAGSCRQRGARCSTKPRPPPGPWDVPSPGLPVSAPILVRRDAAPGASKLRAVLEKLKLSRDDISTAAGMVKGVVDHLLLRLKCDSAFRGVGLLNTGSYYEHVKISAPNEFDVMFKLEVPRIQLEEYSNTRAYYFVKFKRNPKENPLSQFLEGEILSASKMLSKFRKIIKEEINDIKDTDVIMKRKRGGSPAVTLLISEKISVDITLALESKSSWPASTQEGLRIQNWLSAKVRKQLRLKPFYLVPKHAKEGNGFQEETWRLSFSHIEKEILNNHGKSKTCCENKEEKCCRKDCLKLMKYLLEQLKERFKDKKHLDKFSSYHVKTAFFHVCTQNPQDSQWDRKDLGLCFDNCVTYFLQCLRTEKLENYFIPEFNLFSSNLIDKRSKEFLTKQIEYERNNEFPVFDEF
mcGAS lum: inhibitors of mouse cGAS. inhibition, % at 12.5 µM. recombinant cGAS, Kinase-Glo ATP depletion luminescence. Q8C6L5. 160,000 compounds, 0.15% hits;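 further: 0% = negative control wells and 100% = reference inhibitor with no enzyme activity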
Active calls of the source: *; / = no result given; & = joins results of further samples. Unless noted, no stated cut-off is given here; in the data, active means inhibition above about 40%; inactive means the rest.

Second line of a record – NPYLR7 agonist	hcGAS lum	mcGAS lum
1: O=C(CCCn1nc(-c2cccnc2)ccc1=O)Nc1nc2ccccc2s1
    10	-6	/
2: CCCCOc1ccc(OCCSc2nc3ccccc3n2CC(=O)O)cc1
    -2	-6	-8
3: OC12CCCCC1C1(O)CCCCC1C1(CCCCC1)O2 (centres undefined)
    10	-3	/
4: O=[N+]([O-])c1cccc2nsnc12
    11	-4	/
5: Nc1nc(CCCNC(=O)c2ccccc2C2CCNC2)cs1 (centres undefined)
    3	-11	-11
6: COc1ccc(-c2cnc(-c3ccc(CNC(=O)c4c(Cl)cc(Cl)cc4Cl)cc3)[nH]2)cc1
    -3	-4	-6
7: CN(CC(=O)Nc1cccc(F)c1)CC(=O)Nc1nc(-c2cc(F)ccc2F)cs1
    2	-6	-8
8: c1ccc(CC2CCCCN2CC2CCOCO2)cc1 (centres undefined)
    6	-10	/
9: C=C(Br)CNC(=O)N1CCCN(C(=O)c2ccccc2Cl)CC1
    4	-5	/
10: O=C(c1ccc(N2CCCCC2)c([N+](=O)[O-])c1)N1CCc2ccccc21
    3	-5	/
11: Cc1cc(C)c(C)c(S(=O)(=O)Nc2ccccn2)c1C
    7	-4	/
12: CN1CCN(CCCCNC(=O)N(C)C2CCC2)CC1
    8	-6	/
13: Cc1ncc2c(c1CNS(=O)(=O)c1ccsc1)CCN(C(=O)c1cccc(N(C)C)c1)C2
    24	-2	-6
14: c1ccc2oc(NCC(C3CCOC3)N3CCOCC3)nc2c1 (centres undefined)
    -2	-1	-6
15: CC(C)=CC(=O)N1CCC(c2nc(-c3ccc(C)cc3)no2)CC1
    -1	-10	-9
16: Cc1cccnc1C1=NOC(Cc2ccccc2)C(=O)N1Cc1ccncc1 (centres undefined)
    13	-8	/
17: CC(C)c1cc(C(=O)NC2CCN(c3cccc(F)c3)CC2)n[nH]1
    1	-7	/
18: CN(CCCNC(=O)CCn1c(=O)oc2ccccc21)c1ccccc1
    -6	-6	/
19: Cc1nn(-c2ccccc2)c2nc3c(cc(C#N)c4cccc[n+]43)cc12
    2	-11	/
20: Cc1ccc2[nH]c(C(=O)NCC3(Cn4ccnc4C)CC3)c(C)c2c1
    -3	4	/
21: COc1ccc(C2Nc3ccccc3N=C3CC(C)(C)CC(=O)C32)c(OC)c1OC (centres undefined)
    -1	2	/
22: Cc1ccc(CN(C)C(=O)c2ccc3cccnc3n2)o1
    6	-4	-17
23: COc1cccc(CNC(=O)Cn2c3ccccc3c3ncn(Cc4ccccc4)c(=O)c32)c1
    -1	-3	-10
24: COc1ccc(CN(C)C(=O)COc2cccc(F)c2)c(OC)c1OC
    3	-6	/
25: CCOc1ccc(-c2nc3nc(C)cc(C)n3c2Nc2c(C)cccc2C)cc1
    8&0	0&-2	-8&-5
26: Cn1nc2c(cc1=O)CN(C(=O)c1ccc(O)c(Cl)c1)CC2
    -1	-5	-15
27: CN(Cc1ccccc1)C1CCCN(Cc2cnn(C)c2)C1 (centres undefined)
    0	-11	/
28: CC(=O)Nc1ncc(C(=O)N2CCCC3(CN(C)C(=O)O3)C2)s1 (centres undefined)
    11	-3	/
29: N#CCCN(c1nc2ccccc2s1)S(=O)(=O)c1ccccc1
    3	-13	/
30: O=C(CCN1C(=O)CSc2ccccc21)NCc1ccc(Cl)cc1
    19	-13	/

Next part
Second line of a record – NPYLR7 agonist	hcGAS lum	mcGAS lum
31: CO[C@H]1CN(C(=O)Cc2ccc(F)cc2)[C@H]2Cc3c([nH]c4ccccc34)[C@@H]1C2
    -7	1	0
32: CC(C)(C)c1ccc(CC(=O)N2CCC2(C)C(=O)NS(=O)(=O)c2ccc(Cl)s2)cc1 (centres undefined)
    -1	-9	-3
33: O=[N+]([O-])c1c(Cl)ncnc1N1CCCCC1
    9	-6	/
34: CCOc1ccccc1CNC(=O)c1ccc(-c2cc(-c3ccc(Cl)cc3)[nH]n2)cc1
    -1	-5	-4
35: Cc1csc(SC(C(=O)NC2CC2)c2ccc(F)cc2)n1 (centres undefined)
    2	-5	/
36: CC(CNC(=O)CCC(=O)NC1CCCC1)c1ccc(Cl)cc1 (centres undefined)
    -4	-3	-11
37: CC(C)C(Cn1ccnc1)NCC(=O)Nc1ccc(Cl)cc1F (centres undefined)
    0	-4	-19
38: Cc1nccn1CCCCNC(=O)NC1CC1c1ccccc1F (centres undefined)
    4	-15	/
39: Cc1ccc(C(C)C)c(OC(C)(C)C(=O)N2CC[C@H](O)[C@@H](O)C2)c1
    4	-2	-3
40: Cc1ccc2cc(CCNC(=O)C3c4ccccc4Oc4ccccc43)c(=O)[nH]c2c1C
    1	-8	/
41: CCOC(=O)c1sc(=NC(=O)c2ccc(C)cc2)n(C)c1C
    0	-7	/
42: COc1ccccc1N1CCN(c2ccc(NC(=O)Cc3ccccc3)cc2C(=O)N2CCC(C)CC2)CC1
    -2	-4	-6
43: COc1ccc(CN2CCN(c3ncnc4c3cnn4-c3ccccc3)CC2)cc1F
    8	0	/
44: N#Cc1ccc(CSc2nnc(-c3ccccc3)o2)cc1
    5	0	-1
45: COc1ccc(N2CCN(c3cc(C)nc(SCc4cccc(C(=O)NCCc5ccccn5)c4)n3)CC2)cc1
    12	-10	-4
46: CCn1c(CC2CCN(S(=O)(=O)Cc3ccccc3)CC2)nn(C)c1=O
    9	-1	-12
47: NC(=O)NC(=O)C=P(c1ccccc1)(c1ccccc1)c1ccccc1
    8	-5	/
48: Cc1ccc(C)c(NC(=O)C2(C)CCN2C(C)C)c1 (centres undefined)
    1	-11	-6
49: O=C(NC(c1cccnc1)C(F)(F)F)c1nc(N2CCCC2)nc2c1CCCC2 (centres undefined)
    13	-10	-9
50: CCc1c(C)sc(NC(=O)c2c(-c3c(Cl)cccc3Cl)noc2C)c1C#N
    6	-5	-5
51: COc1ccc(NC(=O)N2CCN(CC(OCc3cccc(C)c3)c3ccc(Cl)cc3)CC2)cc1 (centres undefined)
    -3	-2	-5
52: C=C1OC(=O)OC1(C)CCC1=C(C)CCCC1(C)C (centres undefined)
    -3	3	/
53: CCc1cc(N2CCCCC2C)nc(SCc2cccc(C(=O)NCc3ccc4c(c3)OCO4)c2)n1 (centres undefined)
    /	-2	-6
54: O=C(c1csc2c1CCCC2)N1CCCCC1
    -2	-9	/
55: COc1ccc(F)c(CN2CCN(CC=C(C)C)C(CCO)C2)c1 (centres undefined)
    13	-11	-10
56: CC1(C)CC2C(C1)C(C)(O)C13CC1(COC3=O)C2O (centres undefined)
    -6	-3	-8
57: Cc1ccccc1-n1cc(CN(C)C(=O)c2ccccc2C2CCNC2)cn1 (centres undefined)
    3	-4	/
58: O=C(C1CCN(c2ccnc3ccc(Br)cc23)CC1)N1CCOCC1
    -15	-2	/
59: O=C(COCc1ccccc1)N1CCC(n2c(=O)oc3ccc(F)cc32)CC1
    23	-2	-7
60: CCCCCN1N=C(c2ccccc2)Cn2c1nc1c2c(=O)n(C)c(=O)n1C
    -8	-8	/

Full records, quoted from the list:
CC(C)=CC(=O)N1CCC(c2nc(-c3ccc(C)cc3)no2)CC1 across the screens: NPYLR7 agonist = -1; hcGAS lum = -10; mcGAS lum = -9
Cc1ccc(CN(C)C(=O)c2ccc3cccnc3n2)o1 across the screens: NPYLR7 agonist = 6; hcGAS lum = -4; mcGAS lum = -17

The main list resumes, repeating the 4 entries before the break.
Second line of a record – NPYLR7 agonist	hcGAS lum	mcGAS lum
57: Cc1ccccc1-n1cc(CN(C)C(=O)c2ccccc2C2CCNC2)cn1 (centres undefined)
    3	-4	/
58: O=C(C1CCN(c2ccnc3ccc(Br)cc23)CC1)N1CCOCC1
    -15	-2	/
59: O=C(COCc1ccccc1)N1CCC(n2c(=O)oc3ccc(F)cc32)CC1
    23	-2	-7
60: CCCCCN1N=C(c2ccccc2)Cn2c1nc1c2c(=O)n(C)c(=O)n1C
    -8	-8	/
61: Cc1ccccc1C(=O)Nc1c(C(=O)N2CCN(Cc3ccccc3)CC2)cnn1-c1ccccc1
    -5	-6	-5
62: CN(CCCNC(=O)CCN1C(=O)CCNC1=S)c1ccccc1
    -3	-9	-5
63: CCc1nc2n(n1)C(=O)C(C(c1ccc(C(C)C)cc1)N1CCOCC1)S2 (centres undefined)
    -3	-8	-8
64: Cc1ccccc1N1C(=O)NC(=O)/C(=C\c2cc(C)n(-c3ccccc3F)c2C)C1=O
    5	-9	8
65: CCOC(=O)C1CCCN(C(=O)c2ccc(Nc3c(Oc4ccc(C)cc4)cnn(-c4ccc(Cl)c(Cl)c4)c3=O)cc2)C1 (centres undefined)
    15	-5	-3
66: CCn1ccnc1CN1CCN(Cc2ccc(OC)c(C)c2)C(CCO)C1 (centres undefined)
    -5	-8	/
67: CCCCCCc1ccc(C(=O)N(CCOC)CC(=O)N(Cc2ccc3c(c2)OCO3)Cc2ccco2)cc1
    -1	3	0
68: CC(C)(C)c1ccc(OCC(=O)Nc2ncn[nH]2)c(Br)c1
    -1	0	/
69: O=C(CCCn1cncn1)N(Cc1ccco1)C1CCCC1
    4	-10	/
70: COC(=O)C1C(=O)C2=C(CC1C)NC(C)=C(C(=O)OC(C)C)C2c1ccc(C)o1 (centres undefined)
    2	1	/
71: Cc1ncsc1CCCn1cnnc1
    0	-3	/
72: CCCCN(CC(=O)N(CCc1c[nH]c2ccccc12)Cc1ccccc1)C(=O)Nc1ccc(F)c(Cl)c1
    18	-4	-4
73: CCc1cc(CN(C)C(=O)c2cn3c(n2)CNCC3)on1
    2	-7	-9
74: COc1ccc(-c2cc(C(=O)O)c3[nH]c(-c4ccccc4)nc3n2)c(OC)c1
    2	-3	-6
75: O=S1(=O)CC(O)C(Nc2ccccc2Cl)C1 (centres undefined)
    2	0	0
76: Cc1ccn2c(NC(=O)c3ccccc3C)c(-c3ccccc3)nc2c1
    -5	-8	-8
77: COc1ccc(Cl)c2sc(N(Cc3ccccn3)C(=O)C3CCCC3)nc12
    -4	-9	-9
78: CCOC(=O)Cc1csc(N=Cc2nc(-c3ccc([N+](=O)[O-])cc3)oc2O)n1
    1	-6	-8
79: COc1cccc(C(=O)N2CCN(Cc3cccc(-c4noc(-c5ccco5)n4)c3)CC2)c1C
    /	-9	-7
80: N#CC(=Cc1ccc([N+](=O)[O-])cc1)S(=O)(=O)c1ccc(Cl)cc1
    -5	-6	/
81: COc1cc(OC)cc(C(=O)Oc2c(S(=O)(=O)c3ccc(C)cc3)c(C)nn2C(C)(C)C)c1
    1	-4	-6
82: COCc1cc(C)nc(OCC(=O)N/N=C\c2cc(Br)c(OCc3ccccc3)c(Br)c2)c1C#N
    4	0	-2
83: Cc1ccccc1NC(N)=Nc1nc(-c2ccccc2)cc(=O)[nH]1
    2	-4	-3
84: CO[C@H](C(=O)N1CCN(CCn2cncn2)CC1)c1ccccc1
    27	-4	-9
85: COc1cccc(-c2nc(C=Nc3cc(Cl)ccc3C)c(O)o2)c1
    -5	2	/
86: O=C(c1ccc(C(F)(F)F)nc1)N1CCOC(COc2ccc3c(c2)CCCC3)C1 (centres undefined)
    26	-5	/
87: COc1ccc2c(c1)C(C)(Cc1ccccc1C)C(=O)N2 (centres undefined)
    2	1	-1
88: Cc1cc2nc(N(CCN(C)C)C(=O)c3ccc([N+](=O)[O-])cc3)sc2cc1C
    0	0	0
89: O=C(NC1CCCCC1)N1CCC(n2cc(CN3CC[C@@H](O)C3)nn2)CC1
    18	-5	/
90: Cc1csc(SCC(=O)NC2CCCN(C3Cc4ccccc4C3)C2)n1 (centres undefined)
    7	-5	/

(continued)
Second line of a record – NPYLR7 agonist	hcGAS lum	mcGAS lum
91: Cc1ccn2c(=O)c(C(=O)NC(C)CCc3ccccc3)c(O)nc2c1 (centres undefined)
    -1	-3	-6
92: COc1cc(NC(=O)N2CCN(c3nc(-c4cccc(C(F)(F)F)c4)nc(C)c3Cc3ccccc3)CC2)cc(OC)c1
    -7	1	-1
93: CC1CCc2sc(-c3nnc(SCc4nc(-c5cccs5)no4)o3)cc2C1 (centres undefined)
    5	-2	-4
94: Cc1nc(NC(=O)c2cc(Br)cn2C)sc1C
    13	-13	-9
95: C=CCN(Cc1ccccc1Cl)C(=O)c1ccc(CN(C)C)o1
    6	1	/
96: COc1ccc(-c2noc(Cc3ccc(F)c(Br)c3)n2)cn1
    11	-8	/
97: Cc1cccc(-n2ccnc2CN2CCN(Cc3ccsc3)C(CCO)C2)c1 (centres undefined)
    3	1	/
98: COc1cccc(C(CN2CCN(S(=O)(=O)c3ccc(C(F)(F)F)cc3)CC2)OCc2ccc(C#N)cc2)c1 (centres undefined)
    /	-4	-7
99: CC(C)C(C(=O)N1CCN(CC(C)(C)O)CC1)N1CCCC1=O (centres undefined)
    6	-7	/
100: CN(C)C1CCCN(C(=O)c2cccc(Oc3ccccc3)c2)CC1 (centres undefined)
    5	-1	-10
101: O=c1c2c3c(sc2[nH]c(=S)n1Cc1ccccc1)CCC3
    -7	-4	0
102: CCOC(=O)c1nc2cc(Cl)c(Cl)cc2nc1N1CCCN(C(=O)C(C)Cl)CC1 (centres undefined)
    16	-8	-4
103: CC(=O)N(CCCN(C)C)c1nc2ccc(C)cc2s1
    12	-1	-3
104: CC1=C(C(=O)OCC(C)C)C(c2ccc(Cl)cc2)NC(=O)N1C (centres undefined)
    0	-1	-2
